# TRPC6 act = mouse TRPC6 channel activators, primary screen, cell-based, HEK293, membrane potential dye. B-score at 10 µM. actives 0.13% (n = 310,000). AID 2550, 2010. HEK293-TRPC6 membrane potential dye fluorescence; hits give high values;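 active means B-score of the integrated fluorescence ratio above library mean plus 3 SD, and starting fluorescence ratio within library mean plus 5 SD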;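 further: higher score means more depolarization so channel activation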
# MrgX1 antag = antagonists of human MrgX1 receptor, primary screen, HEK293 cells, Fluo-4 calcium flux; Mas-related G-protein coupled receptor member X1 (Homo sapiens), Q96LB2; BAM8-22 antagonism; hits give low values; B-score at 10 µM; actives 1.3% (n = 310,000); AID 588676, 2011;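 active means calcium-response B-score plate-corrected more than 3 library SD below zero, starting fluorescence within 5 deviations, no agonist response on first addition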;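 further: peak minus trough fluorescence over baseline after final BAM8-22 challenge near maximal dose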
# SKKanGAS inh = S. pyogenes SKKanGAS growth inhibitors in kanamycin, primary screen, streptokinase expression inhibitor project, SKKanGAS strain, BacTiter-Glo luminescence; 6 h; inhibition, % at 7.5 µM; actives 1.3% (n = 300,000);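 active means mean replicate score, as percent of positive control median, at least 50; inconclusive means mean below 50 but one replicate at or above 50; inactive means mean and every replicate below 50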;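 further: strain carries kanamycin resistance gene driven by streptokinase promoter and grows in 40 µg/ml kanamycin; loss of luminescence reflects streptokinase promoter inhibition or plain growth inhibition; 0% = median of DMSO wells and 100% = positive control at its reference dose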
# HIF act = HIF pathway transcriptional activators, primary screen, cell-based, U2OS HRE-luciferase, luminescence. actives 0.32% (n = 300,000). activation, % at 7.5 µM (by protocol). AID 1910, 2009. U2OS HRE-luciferase reporter; normalized: DMSO 0%, desferrioxamine 100%;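 active means mean activation of at least 10% of the iron chelator positive control signal, with at least half of replicates also reaching 10%; inconclusive means mean and replicate majority disagree about reaching 10%; inactive means mean and most replicates under 10%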
# TRPC4 act = activators of mouse TRPC4 channel, primary screen, Fluo4 calcium, HEK293 TRPC4beta/mu-opioid cells. Fluo4 calcium fluorescence; hits give high values. B-score at 10 µM. actives 0.49% (n = 310,000);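 active means B-score above 5 SD of library B-scores, and initial fluorescence ratio not above library mean plus 5 SD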;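 further: positive B-score marks a calcium rise read as TRPC4 activation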
# Target sequence (Q9QUQ5 whole entry, looked up): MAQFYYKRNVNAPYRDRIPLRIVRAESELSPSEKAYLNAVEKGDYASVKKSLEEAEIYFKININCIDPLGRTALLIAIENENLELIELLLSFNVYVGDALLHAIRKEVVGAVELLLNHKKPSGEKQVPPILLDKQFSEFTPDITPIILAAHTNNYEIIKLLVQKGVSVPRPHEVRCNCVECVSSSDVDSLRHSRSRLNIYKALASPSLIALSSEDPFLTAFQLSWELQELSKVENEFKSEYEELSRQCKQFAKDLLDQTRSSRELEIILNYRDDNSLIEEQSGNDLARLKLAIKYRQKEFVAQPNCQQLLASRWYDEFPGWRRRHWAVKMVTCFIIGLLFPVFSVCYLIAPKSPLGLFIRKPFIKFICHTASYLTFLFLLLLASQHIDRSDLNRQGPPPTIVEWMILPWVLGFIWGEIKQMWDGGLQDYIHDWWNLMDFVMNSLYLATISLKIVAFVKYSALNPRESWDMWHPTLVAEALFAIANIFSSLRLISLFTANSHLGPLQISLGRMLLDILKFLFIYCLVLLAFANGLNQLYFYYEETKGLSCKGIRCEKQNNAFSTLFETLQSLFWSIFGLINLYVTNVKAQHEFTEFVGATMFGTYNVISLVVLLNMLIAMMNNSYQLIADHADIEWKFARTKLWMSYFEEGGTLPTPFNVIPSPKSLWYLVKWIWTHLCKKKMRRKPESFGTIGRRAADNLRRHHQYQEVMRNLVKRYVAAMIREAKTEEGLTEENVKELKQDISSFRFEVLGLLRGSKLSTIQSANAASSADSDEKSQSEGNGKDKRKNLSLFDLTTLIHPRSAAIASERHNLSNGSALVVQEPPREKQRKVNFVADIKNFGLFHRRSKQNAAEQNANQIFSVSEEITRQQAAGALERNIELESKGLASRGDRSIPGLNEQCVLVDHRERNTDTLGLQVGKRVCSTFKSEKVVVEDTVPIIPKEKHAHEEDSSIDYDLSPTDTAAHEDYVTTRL
#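 system = HEK293 cells stably co-expressing mouse TRPC4beta and mu-opioid receptor | schedule = Fluo4 dye loading 45 min at room temperature, 110 s recording | measure = B-scored integrated calcium fluorescence ratio | signal = Fluo4 calcium-sensitive dye fluorescence, kinetic, 1 Hz baseline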
# TRPC6 inh = mouse TRPC6 channel inhibitors, primary screen, cell-based, HEK293, membrane potential dye | AID 2553, 2010 | actives 1.1% (n = 310,000) | B-score at 10 µM | Short transient receptor potential channel 6 (Mus musculus), Q61143 | ACh-evoked depolarization; hits give low values;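 active means B-score under library mean minus 3 SD, initial fluorescence not abnormally high, positive integrated signal ratio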;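 further: B-score derived from integrated fluorescence ratio over the kinetic read; more negative B-score means stronger inhibition of depolarization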
# TRPC4 PAM = positive allosteric modulators of TRPC4, primary screen, cell-based, mouse TRPC4beta, HEK293 mu-opioid, Fluo-4 calcium. actives 0.42% (n = 310,000). DAMGO EC20, Fluo-4 Ca2+ flux; hits give high values. B-score at 10 µM. Short transient receptor potential channel 4 (Mus musculus), Q9QUQ5;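 active means B-score of calcium response area above 5 SD of library B-scores, with initial fluorescence ratio within 5 SD of library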;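 further: B-score of integrated fluorescence ratio over time as area under calcium response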
# aSyn UTR inh = MLPCN primary screen, SNCA 5' untranslated region | alpha-synuclein 5'UTR reporter, inhibitor activity | inhibition, % (tested at 7.5 µM) | AID 1813, 2009 | actives 0.82% (n = 300,000); in the data active means inhibition above about 60%; inconclusive means no clear call, values can overlap the other calls;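 further: H4 neuroglioblastoma cells stably carrying SNCA 5'UTR luciferase fusion; 0% = DMSO wells and 100% = positive control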
# TRPC4 block = inhibitors of mouse TRPC4 channel, primary screen, Fluo4 calcium, HEK293 TRPC4beta/mu-opioid cells; Short transient receptor potential channel 4 (Mus musculus), Q9QUQ5; AID 2247, 2010; actives 0.39% (n = 300,000); B-score at 10 µM; DAMGO-evoked Fluo4 calcium flux; hits give low values;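 active means B-score over 3 SD under the library average, no early fluorescence shift, positive overall ratio signal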
#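 test system = HEK293 cells with stable TRPC4beta plus mu-opioid receptor expression | detection = Fluo4 Ca2+ flux fluorescence | read-out = integrated fluorescence ratio relative to baseline, converted to per-well B score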
# IEC-6 cytotox = cytotoxicity in IEC-6 intestinal epithelial cells, primary screen, cytotoxicity control for KLF5 inhibitor project, cell-based, luminescence | actives 0.78% (n = 290,000) | inhibition, % at 5 µM | IEC-6 cytotoxicity, luminescence viability | AID 1825, 2009; in the data active means inhibition above about 22%;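 further: 0% = plate median of test compound wells and 100% = cytotoxic reference compound wells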
# KLF5 inhibitor = KLF5 expression inhibitors, primary screen, DLD-1 cells, luminescence | DLD-1 KLF5 promoter-luciferase reporter | inhibition, % at 5 µM | actives 0.23% (n = 290,000);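 active means inhibition above a per-plate limit of that plate's mean compound inhibition plus 3 SD, cut at about 60% in these data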;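 further: 0% = DMSO wells and 100% = LY294002 at 200 µM; higher means less KLF5 promoter-driven luciferase light; inactives centre near -14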
# Starred values were filed as active, the others as inactive; i = inactive; ? = inconclusive; . = no result given.
SMILES,TRPC6 act,MrgX1 antag,SKKanGAS inh,HIF act,TRPC4 act,TRPC6 inh,TRPC4 PAM,aSyn UTR inh,TRPC4 block,IEC-6 cytotox,KLF5 inhibitor
O=C(NCCN1C(=O)S/C(=C\c2ccccc2F)C1=O)C1=COCCO1,i,i,3.3,2.9,i,i,i,-61.4,i,.,.
Cc1[nH]nc2c1C(C(C)c1ccccc1)C(C#N)=C(N)O2 (stereo not drawn),i,i,0.7,-0.2,i,i,i,-9.3,i,-5.2,-22.3
COc1ccccc1OCCC(=O)OCC(=O)Nc1cc(S(=O)(=O)N(C)C)ccc1Cl,i,i,-3.0,-0.1,i,i,i,-0.6,i,-7.3,-14.1
O=C(Nc1cccc(F)c1)c1ccc2c(c1)OCO2,i,i,2.3,2.7,i,i,i,-149.0,i,2.8,-119.1
CSc1cccc(NC(=O)Cc2ccccc2[N+](=O)[O-])c1,i,i,-3.3,1.1,i,i,i,-48.6,i,0.7,-40.1
O=C(NC(=S)Nc1ccc(S(=O)(=O)Nc2nccs2)cc1)c1ccc(Br)o1,i,i,13.6,-1.1,i,i,i,-1.7,i,-4.2,-12.0
COCCCNC(=S)N/N=C/c1ccc2c(c1)OCO2,i,i,-1.4,2.0,i,i,i,-8.3,i,-0.4,4.6
O=C(/C=C/c1ccc(Cl)cc1)N(Cc1ccccc1)C1CCS(=O)(=O)C1 (stereo not drawn),i,i,10.1,-0.1,i,i,20*,41.9,i,3.8,-10.8
COc1cc(CCC(=O)N2CCN(c3ccccc3Cl)CC2)cc(OC)c1OC,i,i,-2.2,-0.7,i,i,i,-0.6,i,-5.2,8.2
CSc1nc2c(c(-c3ccc(O)cc3)c1C#N)CCC2,i,i,2.0,-0.1,i,i,i,38.5,i,-2.0,12.0
Cc1ccoc1C(=O)N1CCCC(CCC(=O)N2CCN(c3ccccn3)CC2)C1 (stereo not drawn),i,i,-5.5,0.5,i,i,i,23.3,i,5.3,-28.8
Cn1c(=O)c2ncn(CC(=O)NCCOc3ccccc3)c2n(C)c1=O,i,i,-8.4,0.2,i,i,i,-28.8,i,1.9,8.6
O=S(=O)(c1ccc(NCC2CCCCC2)nc1)N1CCOCC1,i,i,-7.1,-0.9,i,i,i,13.9,i,-0.5,-11.9
COc1ccc(C(=O)NCC(=O)OCC(=O)NCc2cccs2)cc1,i,i,-1.7,0.4,i,i,i,4.5,i,-4.3,-5.4
Fc1cc2nccnc2cc1N1CCSCC1,i,i,-4.9,-0.1,i,i,i,-8.1,i,-3.9,-23.3
COc1ccccc1C(=O)Oc1ccccc1C(=O)Nc1ccccc1,i,i,-2.0,?,i,i,i,-162.9,i,-5.8,-59.5
Cc1ccc(O)c(C(CC(=O)N2CCCC2)c2ccccc2)c1 (stereo not drawn),i,i,2.2,-0.4,i,i,i,-16.2,i,1.3,8.6
CCn1c(SCC(=O)NNC(=O)c2ccco2)nnc1-c1ccco1,i,i,-11.7,-0.1,i,i,i,-5.8,i,-1.6,-30.9
CCOC(=O)C1=C(CN2CCOCC2)NC(=O)NC1c1cccc([N+](=O)[O-])c1 (stereo not drawn),i,i,-0.4,-0.2,i,i,i,-2.9,i,-5.6,-8.8
COc1ccc(-c2cc(=O)n(-c3nc4ccccc4[nH]3)[nH]2)cc1,i,i,1.4,1.1,i,i,i,-67.6,i,-0.7,-52.6
COc1ccc(CN(C)c2nc(-c3cccnc3)nc3ccccc23)cc1OC,i,i,3.5,0.3,i,i,i,9.0,i,5.9,2.4
S=C(Nc1cccc2ccccc12)N1CCN(c2ncccn2)CC1,i,i,-2.3,0.5,i,i,i,15.5,i,0.1,-20.5
Cc1ccc(S(=O)(=O)N(CC(=O)NCC2CCCO2)c2cccc([N+](=O)[O-])c2)cc1 (stereo not drawn),i,i,-0.9,-0.1,i,i,i,13.2,i,2.4,-22.1
Cc1ccc(-c2nc(CN3CCCCC3CCN3CCCC3=O)c(C)o2)o1 (stereo not drawn),i,i,4.4,-0.2,i,i,i,-14.7,i,1.6,-24.8
COc1c(Cl)cc(-c2noc(C)c2C(=O)NCCc2ccc(C)cc2)cc1Cl,i,i,7.1,.,i,i,i,6.8,i,-2.9,-4.4
S=C(Nc1ccc2nsnc2c1)N1CCCCCC1,i,i,4.1,0.1,i,i,i,-148.2,i,-3.6,-36.9
Cc1cc(=O)oc2c1c(C)nn2-c1cccc(Cl)c1,i,i,1.0,-0.8,i,i,i,-5.6,i,6.3,1.2
CN1CCN(S(=O)(=O)c2ccc(N(C)CC(=O)Nc3ccc(F)cc3)nc2)CC1,i,i,2.5,-0.7,i,i,i,6.0,i,2.0,-14.7
Nc1nc(CN2CCN(Cc3ccc4c(c3)OCO4)CC2)nc(Nc2ccccc2)n1,i,i,14.8,-0.5,i,i,i,10.5,i,-0.2,-20.6
CCCN1C(=O)/C(=N\OCC(=O)NC23CC4CC(CC(C4)C2)C3)c2ccccc21,i,i,-7.5,-0.2,i,i,i,12.2,i,-0.7,-5.4
CC1(C)C(=O)OC(c2c3ccccc3cc3ccccc23)C(C)(C)C1=O (stereo not drawn),i,i,5.9,0.1,i,i,i,-3.0,i,-1.6,-14.5
Cc1nc2c3ccccc3nc(NNC(=O)CCC(=O)N3CCC(C)CC3)n2n1,i,i,0.2,0.3,i,i,i,-7.6,i,0.0,-6.7
Cc1cc(C)nc(Nc2n[nH]c(C)n2)n1,i,i,11.8,-0.6,i,i,i,-4.9,i,-2.7,5.9
Cc1cccc(N(Cc2nnc3n2CCCCC3)C(=O)Nc2ccccc2)c1,i,i,5.2,-0.2,i,i,i,1.2,i,2.3,-39.4
Cc1ccc(S(=O)(=O)NC(CC(C)C)C(=O)N2CCCC2)cc1 (stereo not drawn),i,i,1.4,-0.7,i,i,i,5.4,i,5.5,-25.3
CCC(NC(=O)C1CCC1)c1ccccc1 (stereo not drawn),i,i,-7.0,-0.5,i,i,i,-1.8,i,-3.4,18.9
N#CCCN1CCN(C2=NC(=O)/C(=C\c3cccs3)S2)CC1,i,i,-5.4,0.4,i,i,i,-4.5,i,3.6,0.2
CCOC(=O)c1sc(NC(=O)CSc2nc(C)cc(-c3ccccc3)n2)c(C#N)c1C,i,i,3.7,0.2,i,i,i,-7.3,i,3.0,-12.1
CC(C)(C)c1ccc(C(=O)Cn2nc(C(=O)O)c3ccccc3c2=O)cc1,i,i,-3.1,0.2,i,i,i,-9.9,i,5.9,-4.5
Cc1ccc(C(=O)Nc2nnc(S(=O)(=O)N3CCOCC3)s2)cc1,i,i,5.3,0.2,i,i,i,-10.7,i,-0.3,-37.0
Cc1cccnc1NC(=O)c1c(O)c2ccccc2n(C)c1=O,i,i,-3.0,0.5,i,-6.92*,i,-9.9,i,-2.3,-28.5
COc1ccc(-c2ccc(C#N)c(SCC(=O)NC3CC3)n2)cc1OC,i,i,-11.3,0.1,i,i,i,5.0,i,3.5,6.1
CCc1c(C)[nH]c(C(=O)OCc2ccccc2)c1C,i,.,23.1,0.8,i,i,i,-74.7,i,1.9,-115.8
O=S(=O)(Cc1cc(Oc2ccccc2)nc(-c2ccccc2)n1)c1ccccc1,i,i,-4.2,-0.2,i,i,i,34.2,i,2.1,-33.2
COc1cc2c(-c3ccccc3)c(C)oc2cc1/C=N/NC(N)=S,i,i,-4.5,-2.9,i,i,i,38.1,i,.,.
COc1ccc(OC)c(CCNC(=O)c2ccc(CS(=O)Cc3cccc(Cl)c3)o2)c1 (stereo not drawn),i,i,-1.9,-0.3,i,i,i,1.7,i,-7.5,-25.6
Cc1cc(C)c(OCCCCN(C)Cc2ccccc2)c(C)c1,i,i,1.8,-1.8,i,i,i,38.6,i,-3.6,-21.1
CCn1c(CCNC(=O)c2cccs2)nnc1SCC(=O)Nc1cccc(Cl)c1,i,i,3.0,-0.4,i,i,i,4.1,i,-2.3,-21.9
CC(C)N(C(=O)CSc1nnc(Cc2ccc3c(c2)OCO3)n1C)C(C)C,i,i,-3.1,-0.9,i,i,i,21.4,i,1.8,-5.8
COc1ccc(NC(=O)CSc2nc3ccccc3n2-c2ccccc2)c([N+](=O)[O-])c1,i,i,4.0,0.3,i,i,i,24.5,i,1.2,-10.6
Cc1ccc(NC(=O)CS(=O)CC(=O)Nc2cnc3ccccc3c2)cc1Cl (stereo not drawn),i,i,7.6,-1.2,i,i,i,-0.3,i,-1.3,-26.6
CN(C(=O)COC(=O)c1cnc(Cl)c(Cl)c1)C1CCS(=O)(=O)C1 (stereo not drawn),i,i,2.9,-0.7,i,i,i,2.5,i,0.1,-4.0
O=C(Nc1c(C(=O)N2CCOCC2)oc2ccccc12)c1ccccc1Cl,i,i,-4.5,0.3,i,i,i,0.5,i,-0.7,-35.3

# Some entries already given, limited to IEC-6 cytotox.
Compound,IEC-6 cytotox
Cc1cc(C)c(OCCCCN(C)Cc2ccccc2)c(C)c1,-3.6
CCn1c(CCNC(=O)c2cccs2)nnc1SCC(=O)Nc1cccc(Cl)c1,-2.3
CC(C)N(C(=O)CSc1nnc(Cc2ccc3c(c2)OCO3)n1C)C(C)C,1.8
